Tau FP inhib: inhibitors of human tau fibril formation. P10636. K18 P301L tau heparin fibrillization, Alexa594 FP, 6 h. Potency, µM (titrated, usually from 57.7 µM), inactives show top-dose activity, negative = inhibition, hits mostly inhibitors. actives 0.39% (n = 280,000). AID 1468; further: on the % scale 0 is the no-effect control and ±100 the full control effect; nearly all actives have a fitted effect of over 55% in size
Target sequence (P10636 561-689 P618L limits assumed): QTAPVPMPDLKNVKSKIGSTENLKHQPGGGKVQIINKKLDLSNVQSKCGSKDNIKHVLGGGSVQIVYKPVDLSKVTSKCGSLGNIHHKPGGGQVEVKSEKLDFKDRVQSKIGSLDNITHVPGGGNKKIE
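Quantitative HTS format: compounds meet 15 uM recombinant K18 P301L tau and Alexa 594-tau tracer in 100 mM sodium acetate pH 7; 20 uM heparin triggers fibrillization at 37 C over 6 hr; FP gives the signal.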
HTT ATP protect: protects HTT-Q103 PC12 cells, measured by ATP; PC12 HTT-Q103 induced, cytoprotection, ATP luminescence, 40 h; Potency, µM (series often up to 56.4 µM), inactives show cytoprotection (ATP increase), actives largely listed as activators; actives 0.14% (n = 230,000);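 further: % of control where 0% means no effect; nearly all actives have a fitted effect of over 45% in size; toxic huntingtin expression switched on by the ecdysone agonist tebufenozide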
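Huntington model: PC12 line, ecdysone-inducible HTTQ103 exon1–GFP, tebufenozide 100 nM. Test articles in a dose series. Endpoint luminescence from cellular ATP.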
GAA glycogen: inhibitors or activators of human alpha-glucosidase glycogen cleavage; P10253; recombinant GAA, glycogen substrate, Amplex Red glucose oxidase fluorescence; Potency, µM (top dose mostly 76.4 µM), without a hit: at the top dose activity change, negative = inhibition, usual class: inhibitors; actives 0.38% (n = 300,000);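 further: 0% = full enzyme reaction and -100% = no-enzyme basal signal; the screen sought inhibitors and activators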
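Recombinant human alpha-glucosidase (4 nM final) hydrolysed bovine liver glycogen (30 ug) for 40 min at 37 C in pH 5.0 citrate/phosphate with 0.01% Tween-20. Released glucose detected by glucose oxidase/Amplex Red, Ex 573/Em 610 nm. Compounds up to 77 uM; AC50 from Hill fits.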
GAA spleen mod: inhibitors or activators of human alpha-glucosidase in spleen homogenate; P10253; Potency, µM (titrated, usually from 79.9 µM), for the others: at the highest dose activity change, negative = inhibition, actives largely listed as inhibitors; AID 2112; actives 0.006% (n = 240,000); human spleen homogenate, 4-MU-alpha-glucoside fluorescence;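 further: 0% = enzyme with vehicle and -100% = no enzyme basal signal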
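AC50 values come from Hill-equation fits of concentration-response data, normalized to no-enzyme and full-activity controls. Enzyme source: 1 ug human spleen homogenate; 1 mM fluorogenic 4-MU glucoside, pH 5.0 citrate buffer, 37 C, 40 min.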
Tau ThT inhib: blocks human tau fibril formation measured by thioflavin T | AID 1460 | actives 2.1% (n = 270,000) | Potency, µM (highest dose often 57.4 µM), for the others: top-dose activity, negative = inhibition, hits mostly inhibitors | recombinant tau K18 P301L, heparin-induced fibrillization, ThT fluorescence; further: on the % scale 0 is the no-effect control and ±100 the full control effect; nearly all actives have a fitted effect of over 55% in size
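Heparin-induced (20 uM) aggregation of recombinant human K18 P301L tau, 15 uM unlabeled with 0.24 uM labeled, pH 7 acetate buffer, 6 hr at 37 C with compound. Fibrils quantified by 30 uM ThT fluorescence after 1 hr ambient incubation.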
GAA inhib: blocks human lysosomal alpha-glucosidase. P10253. purified human GAA, 4-MU-alpha-glucoside fluorescence. Potency, µM (highest dose often 76.9 µM), for the others: at the highest dose activity change, negative = inhibition, most hits filed as inhibitors. actives 0.005% (n = 200,000). AID 1466;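 further: plate controls were uninhibited enzyme wells for no effect and no-enzyme background for full effect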
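Read-out is 4-methylumbelliferone fluorescence (Ex 365/Em 440 nm) after NaOH/glycine stop at pH 10. Enzyme 4 nM, substrate 400 uM, pH 5.0 citrate buffer, 20 min room temperature; AC50 from Hill-equation concentration-response.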
aGal spleen mod: inhibits or activates alpha-galactosidase in human spleen homogenate; P06280; human spleen homogenate, 4MU-alpha-Gal fluorescence, 40 min; Potency, µM (doses to about 80 µM), without a hit: at the highest dose activity change, negative = inhibition, most hits filed as inhibitors; actives 0.008% (n = 240,000); AID 2107;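 further: 0% = enzyme with vehicle and -100% = no enzyme basal signal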
Target sequence (P06280 32-429 limits assumed): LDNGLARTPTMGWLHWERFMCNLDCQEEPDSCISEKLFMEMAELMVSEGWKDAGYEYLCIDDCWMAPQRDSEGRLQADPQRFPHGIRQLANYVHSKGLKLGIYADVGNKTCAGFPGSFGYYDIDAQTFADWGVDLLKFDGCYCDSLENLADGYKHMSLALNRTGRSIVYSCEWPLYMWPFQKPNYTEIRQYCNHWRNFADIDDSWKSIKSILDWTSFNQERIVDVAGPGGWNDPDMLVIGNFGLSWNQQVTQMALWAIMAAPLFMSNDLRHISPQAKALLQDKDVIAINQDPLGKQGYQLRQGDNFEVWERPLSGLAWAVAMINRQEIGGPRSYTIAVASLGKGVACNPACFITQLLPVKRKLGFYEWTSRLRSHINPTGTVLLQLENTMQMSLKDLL
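Fluorogenic readout (Ex 365/Em 440 nm) of 4-methylumbelliferone released from 1 mM 4-MU-alpha-galactoside by spleen homogenate, 40 min at 37C, pH 5.0. Data normalized to no-enzyme and enzyme controls; Hill-equation AC50 from compound titrations.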
Tau fluor counter: counter-screen for tau fibril formation inhibitors; Potency, µM (doses to about 57.7 µM), for inactives: at the top dose activity change, negative = decrease; actives 0.93% (n = 280,000); tau K18 P301L Alexa594 fluorescence, heparin fibrillization; AID 1463; further: on the % scale 0 is the no-effect control and ±100 the full control effect; nearly all actives have a fitted effect of over 55% in size
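Human tau K18 P301L (15 uM unlabeled, 0.24 uM Alexa 594-labeled) in 100 mM sodium acetate pH 7 with 20 uM heparin, 6 hr at 37 C. ThT 30 uM added, 1 hr ambient; Alexa 594 FP and total fluorescence read at 555/632 nm.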
Numbers without * were called inactive; ? = inconclusive; . = not tested or not shown; & = joins results of further samples; [ ] = another dose, or the depositor's remark. The call rests on the fitted dose curve; in most records, active means well fitted curve in the direction sought with a large enough effect; inconclusive means small, poorly fitted or top-dose-only effect, or another doubt; inactive means no such curve, though single readings can be large; an effect the other way counts as inactive or inconclusive. Potency means the concentration at half of the fitted maximal effect.

SMILES	Tau FP inhib	HTT ATP protect	GAA glycogen	GAA spleen mod	Tau ThT inhib	GAA inhib	aGal spleen mod	Tau fluor counter
COc1ccc(CC(NC(C)=O)C(=O)NC2CCN(C(=O)c3cc(OC)c(OC)c(OC)c3)CC2)cc1 (stereo not drawn)	-5.5%	15.7%[10 µM]	6.4%	-7.2%	.	.	-0.8%	-8.6%
COc1ccccc1NS(=O)(=O)c1ccc2oc(=S)[nH]c2c1	1.9%	-4.9%[10 µM]	-4.6%	0.8%	-8.8%	.	9.1%	-6.3%
N#Cc1nc(-c2ccccc2)oc1NCCN1CCCCC1	1.6%	8.8%	-22.3%	0.4%	2.9%	-1.8%	-6.2%	7.8%
Cc1cccc(N2CCN(Cc3nnc(-c4ccc5c(c4)OCO5)o3)CC2)c1C	2.1%	.	20.0%[76.3 µM]	.	-9.4%	.	.	-0.1%
S=c1[nH]c2cc3ccccc3cc2[nH]1	-11.1%&6.7%	-8.0%&27.9%[10 µM]	2.6%&-9.8%	3.5%&10.6%	?	.	0.2%&9.0%	-20.9%&4.1%
Cc1cccc(CNc2ncnc3ccc(-c4cccc(C#N)c4)cc23)c1	-20.1%	-9.8%	.	1.3%	4.2%	.	-3.2%	-21.4%
C/C(=N\NC(=O)C1CC1)c1ccc(Cl)c(Cl)c1	-11.2%	-23.4%	19.2%	-2.0%	0.1%	-4.6%	-2.2%	-13.4%
Cc1ccc2[nH]c(=O)c(-c3nc4ccccn4c3NCc3ccco3)cc2c1	2.6%	-16.3%	31.6µM*	4.4%	?	-6.0%	-1.9%	-24.9%
CCOc1ccc(-c2nc(CCl)cs2)cc1OC	0.6%	-87.9%[inhibitor]	-12.7%	0.6%	-10.0%	2.7%	-2.5%	0.9%
O=c1cc(CN2CCN(c3ccccc3)CC2)nc2scc(-c3ccccc3)n12	4.7%	-8.1%	-1.0%	-5.9%	-15.1%	2.3%	2.7%	-6.4%
S=c1nc(SCc2ccccc2)[nH]c2ccccc12	?	-8.9%	-0.6%	3.7%	?	-6.6%	0.2%	-25.8%
CCCCCC(=O)NC(=S)Nc1ccc(Br)cc1C	-1.2%	.	6.0%	-7.3%	0.8%	-4.1%	-3.5%	2.2%
Cc1ccc(S(=O)(=O)NC(CC(=O)N2CCc3ccccc32)c2ccco2)cc1 (stereo not drawn)	4.7%	-5.8%	2.8%	-1.0%	-18.2%	0.4%	6.8%	-16.5%
N#CCC(=N)N1CCN(c2ccccc2)CC1	-6.9%	-15.4%[10 µM]	23.2%	-2.4%	?	-0.2%	1.5%	-25.7%
CN(Cc1ccccc1)C(=O)[C@H](Cc1ccc2ccccc2c1)NC(=O)[C@@H]1CCCN1C(=O)Nc1ccccc1[N+](=O)[O-]	13.6%	.	.	-7.9%	?	.	2.8%	-27.1%
Nc1nc(SCC(=O)Nc2cc(S(=O)(=O)N3CCOCC3)ccc2Cl)n[nH]1	-0.7%	-35.3%	-3.2%	5.8%	0.2%	1.6%	-2.5%	-3.2%
COc1cc(OC)cc(-c2cc(N)n(S(=O)(=O)c3cccc4nsnc34)n2)c1	10.0%	-8.0%[10 µM]	-8.2%	6.7%	.	.	6.3%	?
O=C(Nc1ccccc1Cl)N1CCN(c2ccc3nnc(-c4ccc(F)cc4)n3n2)CC1	-5.7%	-26.1%	2.3%	-15.7%	-14.1%	-11.9%	-13.4%	-7.3%
CC1=CC(=C(C#N)C#N)C=C(C)N1Cc1ccccc1	-4.5%	?	-32.2%	2.4%	-12.3%	-2.1%	-2.8%	-15.6%
CC(=O)Nc1c(C)ccc(S(N)(=O)=O)c1C	2.7%	-0.1%[10 µM]	1.2%	0.3%	-1.3%	0.4%	10.2%	-1.4%
CC(C)NC(=O)NC(=O)COC(=O)c1ccc(OC(F)(F)F)cc1	2.1%	.	1.2%	4.1%	-11.8%	9.7%	6.5%	-22.5%
Cc1cc(C)n2c(Nc3ccc(Cl)cc3)c(-c3ccsc3)nc2n1	-9.6%	.	?	.	-7.9%	.	.	-17.7%
CC1CCc2c(sc3ncnc(NCc4cccnc4)c23)C1 (stereo not drawn)	7.8%	0.0%[10 µM]	-0.1%	-6.7%	-1.7%	-6.1%	11.7%	-4.5%
Cc1nnsc1SCC(=O)O	1.5%	15.3%	0.0%	-1.8%	-3.4%	-1.4%	15.8%	-0.2%
CN(CC(=O)Nc1cccc2ccccc12)c1ccc(S(=O)(=O)N2CCOCC2)cn1	-6.9%	-6.4%	-5.2%	-2.1%	-5.7%	?	-17.3%	-9.5%

Shown as a markdown table: part of the list above
| SMILES | Tau FP inhib | HTT ATP protect | GAA glycogen | GAA spleen mod | Tau ThT inhib | GAA inhib | aGal spleen mod | Tau fluor counter |
| --- | --- | --- | --- | --- | --- | --- | --- | --- |
| O=C(Nc1ccccc1Cl)N1CCN(c2ccc3nnc(-c4ccc(F)cc4)n3n2)CC1 | -5.7% | -26.1% | 2.3% | -15.7% | -14.1% | -11.9% | -13.4% | -7.3% |
| CC1=CC(=C(C#N)C#N)C=C(C)N1Cc1ccccc1 | -4.5% | ? | -32.2% | 2.4% | -12.3% | -2.1% | -2.8% | -15.6% |
| CC(=O)Nc1c(C)ccc(S(N)(=O)=O)c1C | 2.7% | -0.1%[10 µM] | 1.2% | 0.3% | -1.3% | 0.4% | 10.2% | -1.4% |

(further entries)
SMILES	Tau FP inhib	HTT ATP protect	GAA glycogen	GAA spleen mod	Tau ThT inhib	GAA inhib	aGal spleen mod	Tau fluor counter
Oc1ccc(/C=N/Nc2cc(N3CCOCC3)nc(N3CCOCC3)n2)cc1O	-5.0%	-20.7%[10 µM]	-1.3%	-4.5%	?	4.6%	9.6%	?
CC(=O)c1c(C)nc(-c2cccc([N+](=O)[O-])c2)n1O	-1.7%	4.6%[10 µM]	15.4%	-4.1%	-9.5%	14.4%	2.1%	-2.8%
COc1ccc(N2C(=O)C3C(c4ccc(OC)cc4O)NC(Cc4ccccc4)(C(=O)O)C3C2=O)cc1 (stereo not drawn)	7.4%	.	6.8%	-8.9%	-0.7%	-1.8%	1.9%	12.0%
c1ccc(-c2nc(C3CCCCC3)no2)cc1	-3.4%	-6.1%	5.4%	2.7%	-4.2%	-3.6%	0.3%	-1.5%
CCCCN(CC(=O)NCc1ccc(F)cc1)C(=O)c1ccco1	3.6%	10.1%[10 µM]	1.3%	-1.8%	13.0%	10.1%	-0.9%	8.8%
NC1=CC(=O)c2cccc3cccc1c23	?	-107.0%[inhibitor]	-12.4%	-2.4%	11.2µM*	-3.2%	7.0%	?
CCCCNC(=O)CN1C(=O)CSc2ccc(S(=O)(=O)N3CCC(C)CC3)cc21	3.5%	.	14.5%[76.3 µM]	.	-6.2%	.	.	-13.3%
COc1ccc2nc(NCCO)[nH]c2c1	-3.5%	-12.1%	3.9%	6.8%	-0.8%	-0.3%	7.8%	-1.0%
COc1ccccc1N1CCN(Cc2ccco2)CC1	2.8%	-32.8%	2.4%	-5.9%	?	-1.6%	-6.4%	-14.2%
O=C(CSc1ccc(-c2ccncc2)nn1)N1CCCC1	-1.5%	-7.3%	7.8%	1.4%	-12.8%	-2.2%	-3.6%	-6.2%
CCN1CCN(CCCNC(=O)Cn2c(-c3cccs3)cc3cc(Cl)ccc32)CC1	-6.3%	.	-2.4%[76.3 µM]	.	-12.6%	.	.	-27.7%
CCOC(=O)C1=C(O)/C(=C/c2ccc(OCC(=O)O)c(OC)c2)SC1=Nc1ccc(OCC)cc1	?	.	-2.8%	-3.6%	?	-0.2%	5.5%	-4.7%
COC(=O)[C@@]1(Cc2ccc(OC)cc2)[C@H]2c3cc(C(=O)N4CCCC4)n(CCN4CNCC4=O)c3C[C@H]2CN1C(=O)c1ccccc1	1.1%	?	.	-5.7%	-7.2%	.	6.3%	4.8%
COc1ccc(NC(=O)C2CCCN(S(=O)(=O)c3cccs3)C2)cc1 (stereo not drawn)	-11.8%	.	15.7%[76.3 µM]	.	-2.9%	.	.	-19.8%
O=C(CCc1ccccc1)N1CCN(c2ccc(Cl)cc2)CC1	13.1%	-27.0%	1.2%	-5.1%	?	-0.5%	-3.6%	-5.2%
C#CCCCc1nc2ccccc2c(=O)n1N	1.0%	17.8%[10 µM]	11.3%	-5.8%	4.5%	-2.6%	-1.9%	4.5%
COc1cccc(-c2cnc(OC(C)(C)C)nc2OC(C)(C)C)c1	6.4%	-7.2%[10 µM]	1.7%	-2.2%	-13.3%	-2.0%	-4.5%	-11.5%
CCn1c(SCC(=O)N/N=C/C=C/c2ccco2)nnc1-c1ccccc1	?	15.4%[10 µM]	3.1%	-2.4%	?	3.8%	4.3%	-14.6%
COc1ccc2cc(CN(Cc3cccnc3)S(=O)(=O)c3ccccc3)c(=O)[nH]c2c1	?	-5.2%[10 µM]	8.2%	-9.2%	-15.1%	3.2%	0.6%	-11.4%
CCOCCn1c(C(C)O)nc2ccccc21 (stereo not drawn)	0.9%	-16.6%[10 µM]	-0.1%	-5.7%	-7.8%	-1.6%[15.4 µM]	-4.7%	-5.3%
CCC(=O)n1nc(-c2ccc(Cl)cc2)nc1NCc1ccccc1	-6.9%	-63.8%[inhibitor]	5.8%	9.3%	0.3%	-11.8%	9.8%	-15.7%
COc1cccc(/C=N/NC(=O)C(=O)N/N=C/c2cccc(OC)c2OC)c1OC	-4.2%	.	4.9%	-0.2%	-6.0%	-1.1%	-4.4%	1.4%
CCOC(=O)N1CCN(C(=O)CN(C2CCCCC2)S(=O)(=O)c2ccc(F)cc2)CC1	-1.9%	21.8%	4.4%	-0.9%	-3.6%	-4.8%	5.1%	-6.4%
Fc1cccc(NC(=S)NCc2ccccc2Cl)c1	-14.8%	12.6%[10 µM]	-5.9%	-6.2%	0.7%	3.3%[15.4 µM]	4.8%	?
COc1ccc(CN2CCCC(C(=O)c3cccc(C(F)(F)F)c3)C2)cc1O (stereo not drawn)	4.5%	10.2%[10 µM]	-19.1%	3.3%	-7.9%	-6.4%	-1.6%	-12.4%
NC(=O)c1ccccc1OCC(=O)Nc1ccc(Cl)c(Cl)c1	-11.5%	-9.0%[10 µM]	-6.8%	-3.4%	?	.	-0.4%	-29.8%

Source: PubChem BioAssay
